M. tuberculosis HTS: M. tuberculosis growth inhibition, HTS (AID 449762). inhibition, % at 25 µM, or IC50 in µM where a hit was titrated. 330,000 compounds, 0.59% hits. M. tuberculosis H37Rv growth inhibition, 7H9 media; higher % means a stronger effect; in the data active means a potency from the dose series; inconclusive means inhibition above about 70% without an active follow-up result;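 further: bacterial growth assessed after seven days of incubation; strong numbers were not always called active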
inhibitors of VEEV: inhibitors of VEEV TC-83 cytopathic effect, confirmation, Vero cells (AID 588727) | Vero cells, VEEV TC-83 cytopathic effect inhibition; higher % means a stronger effect | inhibition, % at 20 µM; hits with a dose series show IC50 in µM | 350,000 compounds, 0.13% hits; in the data active means a potency from the dose series; inconclusive means inhibition mostly from about 14% at the one dose, without a potency; inactive means the rest, 99 in 100 with inhibition below about 12%; further: strong numbers were not always called active
tuberculosis growth: growth inhibition of non-replicating M. tuberculosis (AID 488890) | inhibition, % at 25 µM, or IC50 in µM where a hit was titrated | 320,000 compounds, 0.39% hits | Mycobacterium tuberculosis non-replicating, growth inhibition; higher % means a stronger effect; in the data active means a potency from the dose series; inconclusive means inhibition mostly from about 82% at the one dose, without a potency; inactive means the rest, 99 in 100 with inhibition below about 76%;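 further: plate controls were DMSO cells for no effect and high antibiotic wells for full effect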
H1N1 NS1A inhibition: NS1A inhibition, H1N1 influenza, cell based functional assay (AID 504329). NS1A functional cell-based assay, percent inhibition; higher % means a stronger effect. one-dose inhibition, % at 12.5 µM; IC50 in µM for titrated hits. 340,000 compounds, 0.3% hits; in the data active means a potency from the dose series; inconclusive means inhibition above about 27% without an active follow-up result; further: strong numbers were not always called active
Salmonella PhoP GFP: PhoP regulon inhibitors, Salmonella typhi PhoP promoter GFP reporter, confirmatory (AID 1850). 310,000 compounds, 0.33% hits. Salmonella Typhi PhoP-promoter GFP reporter, fluorescence, 4 h; higher % means a stronger effect. one-dose inhibition, % at 50 µM; IC50 in µM for titrated hits; in the data active means a potency from the dose series; inconclusive means inhibition mostly from about 25% at the one dose, without a potency; inactive means the rest, 99 in 100 with inhibition below about 19%;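 further: 0% = induced wells with vehicle and 100% = uninduced wells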
inhibitors of VEEV 10K pilot screen: second read-out of inhibitors of VEEV, no call of its own (marks repeat the call); inhibition, %; measured here: 10K pilot screen inhibition
Starred values were filed as active, the others as inactive.

NC(=O)c1nsc(C(=O)N(c2ccccc2F)C(C(=O)NCc2ccccc2)c2ccc(O)cc2)c1N (stereo not drawn) was read as M. tuberculosis HTS -3%, inhibitors of VEEV 36%, tuberculosis growth 11%, H1N1 NS1A inhibition -3% and Salmonella PhoP GFP -1%.
Screening O=C(Nc1cc(Sc2ccccn2)cc([N+](=O)[O-])c1)c1ccc(Cl)cc1 returned M. tuberculosis HTS 10%, inhibitors of VEEV 1.1%, tuberculosis growth 11%, H1N1 NS1A inhibition -19% and Salmonella PhoP GFP 1%.
`CCOC(=O)c1sc(-c2ccccc2)cc1NC(=O)Nc1ccc([N+](=O)[O-])cc1` gave M. tuberculosis HTS -7%, inhibitors of VEEV 11%, tuberculosis growth -16%, H1N1 NS1A inhibition 7% and Salmonella PhoP GFP 0%.
For C/C(=N\Nc1cccc2cccnc12)c1ccc(C)cc1 the results were M. tuberculosis HTS 46%, inhibitors of VEEV 0.3%, tuberculosis growth 62%, H1N1 NS1A inhibition 5% and Salmonella PhoP GFP -9%.
`C=CCSc1nc(C)c(CC(=O)OCC(C)C)c(=O)[nH]1` gave M. tuberculosis HTS -2%, inhibitors of VEEV 1.1%, tuberculosis growth -11%, H1N1 NS1A inhibition -5% and Salmonella PhoP GFP 1%.
Screening COc1ccccc1OCC(=O)Nc1ccc(S(=O)(=O)N2CCCCCC2)cc1 returned M. tuberculosis HTS 13%, inhibitors of VEEV 0.3%, tuberculosis growth 23%, H1N1 NS1A inhibition 5% and Salmonella PhoP GFP 6%.
`COc1ccc(OCCCn2cc(/C=C3/C(=N)N4C=C(C)SC4=NC3=O)c3ccccc32)cc1` gave M. tuberculosis HTS 5%, inhibitors of VEEV inactive, tuberculosis growth -7%, H1N1 NS1A inhibition -4% and Salmonella PhoP GFP -16%.
Screening C=C1C(O)(c2ccccc2)C2CC[N+]1(C)CC2 (stereo not drawn) returned M. tuberculosis HTS -10%, inhibitors of VEEV 0.7%, tuberculosis growth 19%, H1N1 NS1A inhibition -4% and Salmonella PhoP GFP 1%.
For COc1ccc(OC)c(NC(=O)Cc2coc3ccc(C)cc23)c1 the results were M. tuberculosis HTS 10%, inhibitors of VEEV inactive, tuberculosis growth 13%, H1N1 NS1A inhibition 5% and Salmonella PhoP GFP -4%.
For CN1CCN(c2ccc(NC(=O)c3ccc4ccccc4c3)cc2)CC1 the results were M. tuberculosis HTS 13%, inhibitors of VEEV 5.8%, tuberculosis growth 46%, H1N1 NS1A inhibition 2% and Salmonella PhoP GFP -21%.
COc1ccc(C(=S)N(C)C)cc1OC was read as M. tuberculosis HTS -1%, inhibitors of VEEV 0.7%, tuberculosis growth -27%, H1N1 NS1A inhibition 3% and Salmonella PhoP GFP 7%.
`CCOC(=O)N1CCN(CC(=O)Nc2ccc(F)c(F)c2)CC1` gave M. tuberculosis HTS -3%, inhibitors of VEEV inactive, tuberculosis growth 32%, H1N1 NS1A inhibition -8% and Salmonella PhoP GFP -7%.
O=C(COc1ccccc1)n1nc(-c2ccc(Cl)cc2)nc1NCc1ccco1 was read as M. tuberculosis HTS 6%, inhibitors of VEEV 0.5%, tuberculosis growth 6%, H1N1 NS1A inhibition 4% and Salmonella PhoP GFP 3%.
For O=C(NCCc1ccc(F)cc1)c1cccc(NC(=O)c2ccccc2)c1 the results were M. tuberculosis HTS 0%, inhibitors of VEEV 9.0%, tuberculosis growth 44%, H1N1 NS1A inhibition -2% and Salmonella PhoP GFP 9%.
Screening O=C(NCCc1ccccc1)C1CCCN(S(=O)(=O)c2cccnc2)C1 (stereo not drawn) returned M. tuberculosis HTS -10%, inhibitors of VEEV 2.4%, tuberculosis growth -3%, H1N1 NS1A inhibition -5% and Salmonella PhoP GFP -18%.
Screening Cn1ncc(N=Cc2ccc([N+](=O)[O-])cc2)c1C(=O)N1CCOCC1 returned M. tuberculosis HTS -13%, inhibitors of VEEV 1.0%, tuberculosis growth -7%, H1N1 NS1A inhibition -11% and Salmonella PhoP GFP -9%.
Screening COc1cc2ccccc2cc1C(=O)Nc1ccc(O)cc1 returned M. tuberculosis HTS 5%, inhibitors of VEEV 2.2%, tuberculosis growth 15%, H1N1 NS1A inhibition -3% and Salmonella PhoP GFP 0%.
`O=C(O)CCCNC(=O)/C(=C\c1ccc(Cl)cc1)NC(=O)c1ccccc1Br` gave M. tuberculosis HTS 2%, inhibitors of VEEV 0.2%, tuberculosis growth -14%, H1N1 NS1A inhibition 1% and Salmonella PhoP GFP -4%.
Cc1cccc(C(=O)NCc2ccc(S(N)(=O)=O)cc2)c1[N+](=O)[O-] was read as M. tuberculosis HTS 0%, inhibitors of VEEV 2.8%, tuberculosis growth -19%, H1N1 NS1A inhibition 0% and Salmonella PhoP GFP -10%.
For COc1ccc(/C=C/C(=O)Nc2cc(C)on2)cc1 the results were M. tuberculosis HTS -8%, inhibitors of VEEV inactive, tuberculosis growth 58%, H1N1 NS1A inhibition 6% and Salmonella PhoP GFP 6%.
Screening CCCc1cc(=O)oc2cc(OCC(=O)NCc3ccccn3)ccc12 returned M. tuberculosis HTS 3%, inhibitors of VEEV inactive, tuberculosis growth 1%, H1N1 NS1A inhibition -7% and Salmonella PhoP GFP 8%.
`Cc1c(NC(=S)NC(NC(=O)C(C)(C)C)C(Cl)(Cl)Cl)c(=O)n(-c2ccccc2)n1C` (stereo not drawn) gave M. tuberculosis HTS 3%, inhibitors of VEEV 0.9%, H1N1 NS1A inhibition 11% and Salmonella PhoP GFP -7%.
For CCCn1c(=O)n(N)c2ccccc21 the results were M. tuberculosis HTS 0%, inhibitors of VEEV inactive, tuberculosis growth -9%, H1N1 NS1A inhibition -7% and Salmonella PhoP GFP 5%.
`Cc1nc(SCc2ccccc2)c2ccsc2n1` gave M. tuberculosis HTS 6%, inhibitors of VEEV 0.9%, tuberculosis growth 22%, H1N1 NS1A inhibition -3% and Salmonella PhoP GFP 9%.
`CN(C)C(=O)c1c(-c2ccccc2)oc2ccc(O)cc12` gave M. tuberculosis HTS -3%, inhibitors of VEEV 0.1%, tuberculosis growth 12%, H1N1 NS1A inhibition -5% and Salmonella PhoP GFP 0%.
`CCn1c(CC(=O)Nc2ccc(C)cc2)nnc1SCC(=O)NCc1ccccc1` gave M. tuberculosis HTS 2%, inhibitors of VEEV inactive, tuberculosis growth 13%, H1N1 NS1A inhibition 5%, Salmonella PhoP GFP 2% and inhibitors of VEEV 10K pilot screen 0.0.
O=S(=O)(NCc1ccc(F)cc1)c1ccc(-c2cnc(C3CC3)o2)cc1 was read as M. tuberculosis HTS -7%, inhibitors of VEEV 5.5%, tuberculosis growth 45%, H1N1 NS1A inhibition 1% and Salmonella PhoP GFP -9%.
COc1ccc(S(=O)(=O)NCCC(=O)NCc2ccccc2)cc1 was read as M. tuberculosis HTS -6%, inhibitors of VEEV 0.3%, tuberculosis growth 2%, H1N1 NS1A inhibition -2%, Salmonella PhoP GFP -4% and inhibitors of VEEV 10K pilot screen 1.2.
Screening Cc1[nH]nc(N=CC2=C(O)CC(C)(C)CC2=O)c1-c1ccc(Cl)cc1 returned M. tuberculosis HTS -6%, inhibitors of VEEV inactive, tuberculosis growth 7%, H1N1 NS1A inhibition -12% and Salmonella PhoP GFP 3%.
For CCOC(=O)c1ccc(NC2c3ccccc3C(=O)N2c2ccc(C)cn2)cc1 (stereo not drawn) the results were M. tuberculosis HTS 1%, inhibitors of VEEV inactive, tuberculosis growth 1%, H1N1 NS1A inhibition 29%, Salmonella PhoP GFP 0% and inhibitors of VEEV 10K pilot screen 0.1.
Screening O=C(Cc1ccccc1)NN1CCCCC1 returned M. tuberculosis HTS -8%, inhibitors of VEEV 0.3%, tuberculosis growth -8%, H1N1 NS1A inhibition 6% and Salmonella PhoP GFP 7%.
Screening CCc1ccc(OCc2nnc(SCC(=O)Nc3cccc(C(=O)N4CCOCC4)c3)o2)cc1 returned M. tuberculosis HTS 5%, inhibitors of VEEV 0.3%, tuberculosis growth 29%, H1N1 NS1A inhibition -9%, Salmonella PhoP GFP -9% and inhibitors of VEEV 10K pilot screen 0.7.
CCOc1ccc(OCC)c(-c2c(=O)n(OCc3ccc(Cl)cc3)c3ccccc3[n+]2[O-])c1 was read as M. tuberculosis HTS 9%, inhibitors of VEEV inactive, tuberculosis growth 30%, H1N1 NS1A inhibition 12% and Salmonella PhoP GFP 8%.
For O=c1oc2ccccc2c2c1cnc1ccccc12 the results were inhibitors of VEEV 1.4% and H1N1 NS1A inhibition -8%.
Screening CC(C)CC(=O)NC(=S)Nc1ccc(F)cc1F returned M. tuberculosis HTS 8%, inhibitors of VEEV inactive, tuberculosis growth inconclusive, H1N1 NS1A inhibition -6%, Salmonella PhoP GFP -4% and inhibitors of VEEV 10K pilot screen 0.0.
`O=C1CN(S(=O)(=O)c2cccc(Br)c2)CCN1` gave M. tuberculosis HTS -14%, inhibitors of VEEV inactive, tuberculosis growth 5% and H1N1 NS1A inhibition -2%.
For C/C(CCC(=O)O)=N/Nc1ccc([N+](=O)[O-])cc1[N+](=O)[O-] the results were M. tuberculosis HTS 3%, inhibitors of VEEV 0.2%, tuberculosis growth 0%, H1N1 NS1A inhibition 36% and Salmonella PhoP GFP 2%.
For C=CCn1c(NC(=O)c2ccc(Br)o2)c(C(=O)OCC)sc1=S the results were M. tuberculosis HTS 9%, inhibitors of VEEV 1.5%, tuberculosis growth 50%, H1N1 NS1A inhibition 4% and Salmonella PhoP GFP -9%.
`CCOC(=O)C(=Cc1ccc(-n2ccnc2)cc1)C(=O)OCC` gave M. tuberculosis HTS 12%, inhibitors of VEEV 46%, tuberculosis growth inconclusive, H1N1 NS1A inhibition -3% and Salmonella PhoP GFP 1%.
`Cc1occc1C(=O)NNC(=S)NCc1ccccc1` gave M. tuberculosis HTS 4%, inhibitors of VEEV 0.9%, tuberculosis growth -23%, H1N1 NS1A inhibition 5% and Salmonella PhoP GFP 4%.

Of the compounds above, these have bromine:
`O=C(O)CCCNC(=O)/C(=C\c1ccc(Cl)cc1)NC(=O)c1ccccc1Br` gave M. tuberculosis HTS 2%, inhibitors of VEEV 0.2%, tuberculosis growth -14%, H1N1 NS1A inhibition 1% and Salmonella PhoP GFP -4%.
`O=C1CN(S(=O)(=O)c2cccc(Br)c2)CCN1` gave M. tuberculosis HTS -14%, inhibitors of VEEV inactive, tuberculosis growth 5% and H1N1 NS1A inhibition -2%.
For C=CCn1c(NC(=O)c2ccc(Br)o2)c(C(=O)OCC)sc1=S the results were M. tuberculosis HTS 9%, inhibitors of VEEV 1.5%, tuberculosis growth 50%, H1N1 NS1A inhibition 4% and Salmonella PhoP GFP -9%.

Carrying on.
Screening O=C(OCC(=O)N1CCCC1)c1cccs1 returned M. tuberculosis HTS 3%, inhibitors of VEEV 0.7%, tuberculosis growth 3%, H1N1 NS1A inhibition -14% and Salmonella PhoP GFP -5%.
For CCOC(=O)c1cnc(SC)nc1Oc1cccc(NS(=O)(=O)c2ccc(Cl)cc2)c1 the results were M. tuberculosis HTS -8%, inhibitors of VEEV inactive, tuberculosis growth -4%, H1N1 NS1A inhibition -3% and Salmonella PhoP GFP -6%.
Screening Cc1ccccc1C(=O)Nc1ccc(N2CCCC2)cc1 returned M. tuberculosis HTS 1%, inhibitors of VEEV 1.1%, tuberculosis growth 8%, H1N1 NS1A inhibition 1% and Salmonella PhoP GFP -15%.
Screening COc1ccccc1CNC1CCN(Cc2ccccc2)CC1 returned M. tuberculosis HTS -10%, inhibitors of VEEV inactive, tuberculosis growth -9%, H1N1 NS1A inhibition -15% and Salmonella PhoP GFP -5%.
Screening CSc1ccc(S(=O)(=O)NCC(=O)OCC(=O)NC2(C#N)CCCCC2)cc1[N+](=O)[O-] returned M. tuberculosis HTS -3%, inhibitors of VEEV 1.2%, tuberculosis growth -15%, H1N1 NS1A inhibition -3% and Salmonella PhoP GFP 6%.
Screening CC1=C(CCN2CCN(C(C)C)C(CCO)C2)C(C)(C)CCC1 (stereo not drawn) returned M. tuberculosis HTS -8%, inhibitors of VEEV 0.1%, H1N1 NS1A inhibition 3% and Salmonella PhoP GFP -4%.

Random excerpt: 2 entries already listed.
Screening O=C(OCC(=O)N1CCCC1)c1cccs1 returned M. tuberculosis HTS 3%, inhibitors of VEEV 0.7%, tuberculosis growth 3%, H1N1 NS1A inhibition -14% and Salmonella PhoP GFP -5%.
Screening CSc1ccc(S(=O)(=O)NCC(=O)OCC(=O)NC2(C#N)CCCCC2)cc1[N+](=O)[O-] returned M. tuberculosis HTS -3%, inhibitors of VEEV 1.2%, tuberculosis growth -15%, H1N1 NS1A inhibition -3% and Salmonella PhoP GFP 6%.

Bioassay records from PubChem BioAssay.

Compounds as they come. About 1.6% of those tested had a hit in this group.
